High-throughput results deposited in PubChem BioAssay by several laboratories.
XIAP antagonists – small molecules displacing peptide from XIAP – biochemical, IAP family, fluorescence polarization (AID 1018); XIAP BIR domain, fluorescence polarization peptide displacement; higher % means a stronger effect; one-dose displacement, % at 20 µM; IC50 in µM for titrated hits; 200,000 tested, 0.007% active; in the data active means displacement above about 50%; further: a part of the inactive calls stands beside numbers as strong as those of hits
Dynein transport – blocks dynein driven cargo transport along microtubules; 3617.4 mouse cells, GR-EGFP nuclear translocation imaging; test concentration mostly 20 µM; stimulated with dexamethasone, 1 µM; stronger effect = lower value; z-score, hits read low; 220,000 tested, 0.47% active; AID 1381;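 active means plate z-score of nuclear minus cytoplasmic receptor signal below a set negative limit, without overly bright fluorescence or cell loss, cut at about -3.5 in these data, passing the limit was not always enough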;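 further: z-score of nuclear minus cytoplasmic ring GR-EGFP intensity difference per well; some compounds called inactive have numbers as strong as hits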
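medium = tetracycline-free induction medium containing charcoal-stripped FBS | probe or stimulus = dexamethasone, 1.0 µM final | timing = 48 h induction, then 1 h compound, then 30 min agonist, 37 °C | detection = automated 10x imaging of fixed Hoechst-stained cells | read-out basis = nuclear versus cytoplasmic GR-EGFP signal, averaged per well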
LYP inhibition – PTPN22 lymphoid phosphatase activity blockers – biochemical, fluorescence intensity, uHTS (AID 1779) | 290,000 tested, 0.054% active | recombinant LYP phosphatase, fluorescence intensity; higher % means a stronger effect | inhibition, % at 11.5 µM, or IC50 in µM where a hit was titrated;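 further: plate controls were vehicle with enzyme for no effect and no enzyme for full effect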
SIAH1 antagonists – blockers of Siah-1 interaction with plectin peptide – biochemical, fluorescence polarization, rhodamine-plectin, uHTS, primary screen (AID 1817); Siah-1 / rhodamine-plectin peptide fluorescence polarization; higher % means a stronger effect; displacement, % at 20 µM, or IC50 in µM where a hit was titrated; 290,000 tested, 0.02% active;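 active means displacement of at least 50% at 20 µM, with a fluorescence ratio check between 0.3 and a set limit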;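 further: plate controls were Siah plus tracer with DMSO for no effect and tracer alone without Siah for full effect; strong numbers were not always called active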
M17LAP inhibition – P. falciparum M17LAP inhibitors, primary screen, biochemical, fluorogenic H-Leu-NHMec substrate, 1536-well (AID 1619); recombinant M17LAP, H-Leu-NHMec fluorogenic kinetic assay; higher % means a stronger effect; inhibition, % at 30 µM, or IC50 in µM where a hit was titrated; 220,000 tested, 0.38% active;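 active means compound inhibiting the enzyme by more than half at any dose during confirmatory dose-response retesting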;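 further: plate controls were full reaction with DMSO carrier for no effect and no enzyme background for full effect; strong numbers were not always called active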
M1AAP inhibition – malaria alanyl aminopeptidase activity blockers – biochemical, fluorogenic H-Leu-NHMec substrate, 1536-well (AID 1445) | recombinant M1AAP, H-Leu-NHMec fluorogenic kinetic assay; higher % means a stronger effect | inhibition, % at 30 µM; hits with a dose series show IC50 in µM | 220,000 tested, 0.42% active;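 active means primary inhibition above the hit cutoff, then over 50% inhibition at one or more dose response concentrations, cut at about 23% in these data, passing the limit was not always enough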;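 further: plate controls were DMSO full reaction for no effect and no enzyme background for full effect; strong numbers were not always called active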
human PMI inhibitors – human PMI inhibitors, high substrate, primary screen, biochemical, fluorescence intensity, high mannose 6-phosphate (AID 1220); recombinant PMI enzyme, coupled fluorescence intensity; higher % means a stronger effect; inhibition, % at 20 µM, or IC50 in µM where a hit was titrated; 190,000 tested, 0.66% active
AID2073 – disruptors of CaV2.2 binding to Mint1 – biochemical, HTRF (AID 2073); HTRF protein-protein interaction, Mint1-CaV2.2; higher % means a stronger effect; inhibition, % at 20 µM; hits with a dose series show IC50 in µM; 290,000 tested, 0.19% active; in the data active means inhibition mostly above about 51%, no sharp cut-off; further: some results filed as inactive read as strong as hits
PMI inhibitors – MPI enzyme activity inhibition – biochemical, fluorescence intensity, coupled assay, primary screen (AID 1209); inhibition, % at 20 µM, or IC50 in µM where a hit was titrated; purified PMI enzyme, coupled fluorescence intensity; higher % means a stronger effect; 190,000 tested, 0.42% active;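 further: plate controls were DMSO vehicle for no effect and wells lacking substrate for full effect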
Dynein transport cytoplasmic EGFP – also measured in Dynein transport; calls as there; z-score; measured here: cytoplasmic GR-EGFP intensity; stronger effect = higher value
Dynein transport nuclear GR-EGFP – further read-out of Dynein transport, marked with its call; z-score; measured here: nuclear GR-EGFP intensity;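 lower value marks the stronger effect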
Dynein transport cell count – further read-out of Dynein transport, marked with its call; z-score; measured here: cell count per field
* marks the source's active call; other numbers are inactive results; . = no result given. Unless noted, no stated cut-off is given here; in the data, active means inhibition above about 50%; inactive means the rest. Rows are unselected. About 2.1% of those tested had a hit in this group.

XIAP antagonists,Dynein transport,Dynein transport cytoplasmic EGFP,Dynein transport nuclear GR-EGFP,Dynein transport cell count,LYP inhibition,SIAH1 antagonists,M17LAP inhibition,M1AAP inhibition,human PMI inhibitors,AID2073,PMI inhibitors,SMILES
-6.6%,-0.713,-0.306,-0.643,1,55.8%*,2.6%,12.7%,0.4%,11.3%,1.5%,6.4%,CCOC1(C)OCC(=O)[C@]2(CCC3C4CCC5=CC(=O)C=CC5(C)C4C(=O)CC32C)O1 (stereo partly specified)
.,1.13,-0.258,0.439,0.488,-0.3%,-2.9%,-4.6%,-1.4%,.,-13.9%,.,Cc1cc(SCC(=O)Nc2cccc(S(=O)(=O)NC3=NCCCCC3)c2)nc2ccccc12
-2.6%,-0.616,-0.221,0.501,0.0863,-13.0%,-9.5%,-57.8%,17.4%,11.7%,15.3%,8.1%,Cc1ccc(Nc2c(-c3ccco3)nc3ccccn23)cc1
-1.6%,1.38,0.197,0.647,-0.232,-4.9%,1.7%,-4.7%,-0.8%,1.7%,-6.9%,1.8%,COC(=O)c1cccnc1NC(=S)NNC(=O)c1ccncc1
.,-0.0953,-0.227,0.49,0.299,-5.7%,4.1%,.,.,.,0.7%,.,OCCN(CC#CCC(O)(c1ccccc1)C1CCCC1)CCO (stereo unspecified)
-5.4%,-0.506,-0.227,-0.138,0.918,-7.9%,2.5%,2.1%,-0.8%,10.8%,-0.2%,7.6%,CC(=O)NCC12CC3CC(C1)CC(C(=O)O)(C3)C2
-0.7%,.,.,.,.,-2.6%,0.7%,17.3%,11.8%,1.0%,-7.6%,0.2%,Cn1c(=O)c2c(nc(NCc3ccco3)n2C/C=C/c2ccccc2)n(C)c1=O
-20.2%,0.288,0.0104,0.503,-0.43,6.1%,-0.6%,-3.0%,3.0%,8.6%,8.0%,13.4%,Cc1nc(SCC(=O)Nc2ccc3c(c2)OCO3)c(C#N)c2c1CCCC2
-7.2%,-0.182,-0.302,-0.348,0.192,3.1%,0.1%,7.5%,3.1%,15.1%,-14.1%,6.3%,Cc1c(Cl)cccc1NC(=S)/C(=C(\[O-])c1ccc(Cl)s1)[n+]1ccccc1
-5.1%,-0.0347,-0.213,-0.228,0.953,-5.1%,2.3%,3.2%,-0.5%,5.0%,-2.5%,13.2%,O=C(CSc1nnc(-c2ccccc2)c(-c2ccccc2)n1)Nc1ccc(Br)cn1
-5.5%,-0.0939,0.0632,0.245,0.732,2.4%,-1.8%,-3.2%,-2.0%,0.6%,8.6%,-1.8%,O=C(COc1ncnc2c(Cl)cc(Cl)cc12)NCCC1=CCCCC1
-6.3%,-0.722,-0.207,-0.519,0.759,0.1%,-0.3%,2.7%,3.9%,-8.5%,6.9%,-2.3%,CCOC(=O)C1(CC2CC2)CCN(C(=O)c2ocnc2C)CC1
-6.3%,0.554,-0.164,0.358,-0.257,-0.6%,-1.9%,-2.5%,3.8%,-10.2%,-3.0%,7.3%,COc1ccc(CNC(=O)C2CCN(S(C)(=O)=O)CC2)c(OC)c1
-6.4%,-0.664,-0.13,-0.911,-0.634,-1.6%,-2.8%,0.5%,-1.4%,0.5%,4.2%,1.2%,CCOc1ccc(-c2[nH]ncc2Oc2cccc(OC)c2)c(O)c1
-1.0%,-0.515,-0.271,-0.312,-0.493,-10.8%,1.8%,1.0%,3.2%,2.5%,-6.1%,7.1%,COC(=O)c1ccc(S(=O)(=O)N2CCCC2)o1
-5.9%,-0.637,-0.222,-0.0108,0.169,-1.5%,2.1%,-2.5%,5.7%,7.6%,7.2%,7.7%,Cc1ccc(Cn2ncn3c(cc4ccccc43)c2=O)cc1
-7.5%,0.0304,-0.167,0.245,-0.332,-8.8%,2.0%,14.6%,17.9%,-4.4%,0.3%,6.8%,C=CCSc1nnc(-c2cc(Br)ccc2N)c(=O)[nH]1
-4.5%,-0.182,-0.152,0.149,-0.521,-3.8%,-2.8%,0.8%,-1.2%,-0.3%,-12.4%,-3.6%,CCCn1c(=O)c2c(nc(Br)n2CCC)n(C)c1=O
.,-0.81,-0.824,-0.334,0.425,-9.0%,-0.5%,3.7%,0.9%,.,8.6%,.,COc1cc(CCCN2C(N)=NC[C@@H]2Cc2ccccc2)cc(OC)c1OC
-2.0%,0.292,-0.222,0.157,-0.532,-1.2%,0.3%,1.0%,-2.9%,8.3%,-23.4%,2.5%,S=C(Nc1ccccc1Cl)N1CCCCC1
.,0.569,-0.218,1.34,-1.41,-3.7%,1.8%,0.3%,2.6%,.,-22.5%,.,O=C(NNc1nc(-c2ccccc2)cs1)c1cccs1
-13.1%,-0.221,-0.23,-0.417,0.552,1.8%,2.5%,23.0%,9.9%,-93.2%,28.5%,-48.8%,O=C(O)Cc1sc(N/N=C\c2ccccc2)nc1-c1ccccc1
-3.3%,0.133,-0.343,0.106,0.25,-0.3%,-4.7%,-9.3%,1.2%,-7.1%,2.6%,-6.5%,CCOC(=O)CSc1nc2c(cnn2-c2ccc(C)cc2)c(=O)[nH]1
-2.1%,-0.435,0.242,0.114,0.0256,-6.0%,5.7%,1.7%,6.0%,-1.1%,35.8%,-8.2%,CC1=CC(C)C2C(=O)N(O)C(=O)C2C1 (stereo unspecified)
-2.4%,1.31,-0.262,0.708,-0.894,0.5%,-1.4%,8.1%,9.1%,-7.4%,-0.3%,-3.1%,Clc1cccc(-c2nc3nc4ccccc4nc3n2Cc2ccccc2)c1
-5.8%,2.12,-0.214,0.0116,-1.46,-3.5%,-3.0%,-0.6%,12.9%,17.5%,-17.3%,14.1%,C=CCOc1c(Br)cc(CNc2ccc(NC(=O)CCC)cc2)cc1OCC
.,1.48,-0.209,0.539,-1.32,-8.0%,-2.9%,-6.9%,-2.1%,.,9.3%,.,Cc1ccc(C2N(c3ccc(Cl)cc3)C(=O)N3CCCN23)cc1 (stereo unspecified)
-4.0%,-0.295,-0.299,0.259,0.0672,-7.4%,-0.3%,7.2%,-2.7%,9.4%,1.2%,8.7%,CS(=O)(=O)N(CC(=O)N1CCCCCC1)Cc1ccc(Cl)cc1
-4.3%,0.0236,-0.251,0.493,-0.565,2.7%,1.1%,-2.8%,-2.9%,-4.9%,6.5%,-1.1%,CCN(c1ccc(C)c(C)c1)S(=O)(=O)c1c(C)[nH]c(=O)[nH]c1=O
-4.6%,-1.02,-0.187,-0.217,1.04,2.5%,-0.4%,1.7%,7.2%,-15.4%,1.2%,-9.8%,Cn1c(SCC(=O)N2c3ccccc3Sc3ccccc32)nnc1-c1ccco1

2 consecutive entries already listed:
XIAP antagonists,Dynein transport,Dynein transport cytoplasmic EGFP,Dynein transport nuclear GR-EGFP,Dynein transport cell count,LYP inhibition,SIAH1 antagonists,M17LAP inhibition,M1AAP inhibition,human PMI inhibitors,AID2073,PMI inhibitors,SMILES
-4.3%,0.0236,-0.251,0.493,-0.565,2.7%,1.1%,-2.8%,-2.9%,-4.9%,6.5%,-1.1%,CCN(c1ccc(C)c(C)c1)S(=O)(=O)c1c(C)[nH]c(=O)[nH]c1=O
-4.6%,-1.02,-0.187,-0.217,1.04,2.5%,-0.4%,1.7%,7.2%,-15.4%,1.2%,-9.8%,Cn1c(SCC(=O)N2c3ccccc3Sc3ccccc32)nnc1-c1ccco1

Remaining list, next part.
XIAP antagonists,Dynein transport,Dynein transport cytoplasmic EGFP,Dynein transport nuclear GR-EGFP,Dynein transport cell count,LYP inhibition,SIAH1 antagonists,M17LAP inhibition,M1AAP inhibition,human PMI inhibitors,AID2073,PMI inhibitors,SMILES
-4.8%,0.529,0.147,0.397,-1.5,-4.1%,0.4%,-1.9%,1.1%,1.3%,-9.9%,3.0%,CCOC(=O)N1CCN(C(=O)c2ccc(N(Cc3ccccc3)S(C)(=O)=O)cc2)CC1
1.6%,-0.202,-0.16,0.815,-1.1,-1.5%,7.7%,10.0%,0.0%,0.3%,-2.4%,2.6%,Cn1c(C(C(=O)NCC2CCCO2)N(CCc2ccccc2)C(=O)Cn2nnc3ccccc32)nc2ccccc21 (stereo unspecified)
-8.5%,-0.631,0.0948,-0.243,1.05,-8.2%,-2.2%,1.1%,9.9%,-5.3%,-1.0%,-5.6%,CNc1c(N)n(Cc2ccccc2)c(=O)[nH]c1=O
-1.6%,0.684,-0.193,0.443,-0.0373,-4.0%,2.5%,-10.6%,-2.1%,-7.9%,16.5%,-15.5%,O=C(Cn1c(=O)oc2cc(S(=O)(=O)N3CCCC3)ccc21)Nc1ccc(C(F)(F)F)cc1
-5.6%,-0.414,-0.196,0.171,1.28,0.0%,1.6%,-1.1%,2.5%,2.5%,16.8%,5.3%,Cc1nn(C(=O)Cn2ccc([N+](=O)[O-])n2)c(C)c1Br
.,-0.136,-0.203,-0.104,0.892,-5.2%,3.5%,7.1%,-1.0%,.,-1.2%,.,O=c1[nH]cc(-c2ccccc2)c(=O)[nH]1
2.4%,0.623,-0.193,-0.349,0.455,-1.8%,-3.0%,34.4%,2.9%,11.3%,0.9%,7.5%,COc1ccc(-c2nc(CN3CCN(c4ccccc4OC)CC3)c(C)o2)cc1
-9.3%,-0.00933,-0.408,-0.148,-0.0919,0.1%,-3.8%,3.5%,9.2%,1.3%,13.1%,3.9%,O=C(Oc1ccc(-c2cnc3ccccc3n2)cc1)c1cc([N+](=O)[O-])ccc1Cl
-2.3%,-0.883,-0.413,-0.53,0.973,-10.1%,-6.3%,-6.7%,-4.1%,-3.7%,-8.5%,-9.8%,O=C(CCCN1C(=O)c2ccccc2C1=O)Nc1nccs1
-13.6%,0.481,-0.293,-0.000437,-0.386,-2.6%,8.1%,14.4%,6.9%,10.5%,11.2%,12.4%,O=C1CC(c2ccco2)CC(O)=C1C=NCCN1CCN(C(=O)Nc2ccc(Cl)cc2)CC1 (stereo unspecified)
-2.9%,-1.37,-0.191,-1.1,0.389,0.6%,1.0%,-11.8%,4.0%,-0.5%,2.9%,6.1%,CC(NC(=O)Cn1cc(C(=O)C2CC2)c2ccccc21)c1ccccc1 (stereo unspecified)
.,0.342,-0.264,0.133,0.353,6.2%,4.1%,2.7%,10.1%,.,7.9%,.,CCn1c(/C=C/c2ccccc2C)nc2ccccc2c1=O
0.0%,2.46,-0.179,1.23,-1.48,-4.8%,-4.7%,-1.0%,2.8%,-0.1%,1.7%,-3.7%,O=C(O)CNC(=O)c1nc(-c2ccccc2)n(-c2ccccc2)n1
-5.9%,-1.05,-0.119,-0.504,0.0439,-0.8%,14.8%,15.2%,8.9%,15.4%,-4.9%,11.4%,Cc1cccc(/C(N)=N/OC(=O)c2ccc(Cl)cc2Cl)c1
-5.6%,-0.77,-0.0976,-0.13,0.192,-9.1%,-0.2%,7.0%,-3.5%,2.5%,0.7%,1.7%,Cc1ccc(-n2nnc3c(=O)n(Cc4ccccc4C)cnc32)cc1
